# phage Ecoli inh: E. coli growth loss with phage present; growth absorbance; inhibition, % at 11.9 µM; 360,000 tested, 0.26% active; in the data active = inhibition above about 11%
# CDK5 p35 inh: CDK5/p35 (human) kinase inhibition | Q00535+Q15078 | Recombinant CDK5/p35, ADP-Glo luminescence, 60 min | inhibition, % at 10 µM | 330,000 tested, 0.01% active;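 active = highest replicate inhibition of at least 50% and at least 75% of replicates reaching 50%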;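 note: plate controls were DMSO neutral control for no effect and GW8510 at 10 µM for full effect; many of its hits are not listed in these tables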
# HTR5A ag: HTR5A agonism, opioid heterodimer counter-screen. P47898. HTR5A agonist assay, luminescence, cell-based. activation, % at 9.3 µM. 340,000 tested, 0.61% active; in the data active = activation mostly above about 9.5%, no sharp cut-off; inactive = mostly below about 7.6%;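 note: 0% = cells with vehicle only and 100% = reference agonist; strong numbers were not always called active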
# Target sequence (P47898 whole entry, looked up): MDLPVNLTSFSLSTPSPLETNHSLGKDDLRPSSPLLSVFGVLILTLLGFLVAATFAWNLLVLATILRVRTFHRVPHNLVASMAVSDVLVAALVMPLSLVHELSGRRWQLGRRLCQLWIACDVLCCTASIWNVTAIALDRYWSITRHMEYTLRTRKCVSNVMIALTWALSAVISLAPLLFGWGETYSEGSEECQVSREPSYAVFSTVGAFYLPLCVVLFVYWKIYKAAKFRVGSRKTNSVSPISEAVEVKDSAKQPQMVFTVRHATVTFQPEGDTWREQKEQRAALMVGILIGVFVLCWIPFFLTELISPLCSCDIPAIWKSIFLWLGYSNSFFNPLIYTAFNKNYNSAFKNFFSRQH
# DAGLB inh: blocks human DAGLB lipase activity; HEK293T DAGLB membrane lysate, EnzChek fluorogenic substrate; 340,000 tested, 0.059% active; AID 504411; inhibition, % at 5.17 µM; in the data active = inhibition above about 34%;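 note: 0% = enzyme with vehicle and 100% = wells lacking enzyme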
# Target sequence (Q8NCG7 whole entry, looked up): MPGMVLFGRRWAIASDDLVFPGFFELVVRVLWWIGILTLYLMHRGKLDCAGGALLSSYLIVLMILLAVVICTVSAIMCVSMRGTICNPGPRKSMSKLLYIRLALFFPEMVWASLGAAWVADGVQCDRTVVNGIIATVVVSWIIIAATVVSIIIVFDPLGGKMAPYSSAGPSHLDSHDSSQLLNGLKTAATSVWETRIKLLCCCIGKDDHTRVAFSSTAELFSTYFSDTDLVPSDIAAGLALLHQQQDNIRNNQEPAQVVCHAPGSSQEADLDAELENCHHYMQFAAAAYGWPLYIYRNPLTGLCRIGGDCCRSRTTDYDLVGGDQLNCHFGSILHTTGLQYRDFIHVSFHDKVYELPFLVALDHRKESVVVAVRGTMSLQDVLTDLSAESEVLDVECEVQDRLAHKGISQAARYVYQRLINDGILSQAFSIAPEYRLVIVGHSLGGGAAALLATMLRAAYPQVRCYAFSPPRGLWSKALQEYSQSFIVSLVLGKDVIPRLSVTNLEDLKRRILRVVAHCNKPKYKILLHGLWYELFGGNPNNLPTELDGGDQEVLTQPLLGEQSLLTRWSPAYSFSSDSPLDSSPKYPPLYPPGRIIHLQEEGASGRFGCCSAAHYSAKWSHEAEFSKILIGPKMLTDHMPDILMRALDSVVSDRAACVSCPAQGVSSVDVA
# Tat transport: inhibitors of E. coli Tat protein transport; 340,000 tested, 0.036% active; inhibition, % at 10 µM; E. coli MC4100 TorA-mCherry Tat export, fluorescence; AID 488895;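 active = mean replicate inhibition at least 50% and at least half of replicates individually reaching 50%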;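 note: exported cargo escapes ClpAP degradation while cytoplasmic cargo is degraded and loses fluorescence; 0% = median of neutral control wells and 100% = median of NaSCN control wells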
# Ecoli viability: bacterial growth inhibition, counter-screen for AddAB inhibitors; E. coli V3065 growth, OD600 absorbance, 18 h; inhibition, % at 11.9 µM; 330,000 tested, 0.27% active; AID 449728;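 active = inhibition above the campaign's mean inhibition across all tested compounds plus 3 SD, cut at about 9.9% in these data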;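 note: uninfected addAB+ strain grown without phage in ampicillin broth; 0% = DMSO wells and 100% = ciprofloxacin 0.95 µg/ml wells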
# AddAB inh: less growth of phage-infected E. coli with AddAB; E. coli expressing H. pylori AddAB, absorbance growth; inhibition, % at 11.9 µM; 330,000 tested, 0.29% active; AID 435030; in the data active = inhibition above about 12%;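 note: 0% = vehicle wells of infected cells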
# PKA-R2B act: PKA-R2B complex activation; activation, % at 11.4 µM; PKA-R2B holoenzyme dissociation, Cy5-IP20 fluorescence polarization; R2B truncated from residue 108, S112A mutant; 0% DMSO only, 100% 113 µM cGMP; 340,000 tested, 0.079% active;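 active = activation above a cutoff set at the mean over all compounds plus 3 SD, cut at about 18% in these data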;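 note: higher means more holoenzyme dissociation and a rise in polarization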
# PKA-R1A act: activators of PKA-R1A complex; P00514+P68181; PKA-R1A dissociation, Cy5-IP20 fluorescence polarization; scaled: DMSO 0%, 113 µM cGMP 100%; activation, % at 11.4 µM; 340,000 tested, 0.083% active; AID 504707;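 active = percent activation above the mean of all tested compounds plus 3 SD, cut at about 19% in these data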;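 note: higher means more PKAc released from R1A so a rise in polarization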
# HTR5A inv ag: inverse agonist of human HTR5A in OPRM1-OPRD1 counter-screen; P47898; HTR5A cell line, luminescence, inverse agonism; inhibition, % at 9.3 µM; 340,000 tested, 0.083% active; in the data active = inhibition mostly above about 23%, no sharp cut-off; inactive = mostly below about 18%;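 note: 0% = cells with DMSO and 100% = no-cell wells with DMSO; some compounds called inactive have numbers as strong as hits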
# Mot1-301 SUMO: inhibitors of SUMOylation pathway: yeast Mot1-301 growth rescue; S. cerevisiae Mot1-301 growth rescue, ATP luminescence, 38.5C; percent above DMSO median, 100 means doubled; growth rescue, % at 18.8 µM; 320,000 tested, 1% active; AID 2716;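 active = every valid replicate shows activation above 250% relative to neutral control wells; inactive = the rest, any valid replicate at or below 250%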;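 note: OY570 slx delta 5 strain wells were the positive control but not used for scaling; some compounds called inactive have numbers as strong as hits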
# Starred values were filed as active, the others as inactive; . = no result given; & = joins results of further samples.
SMILES,phage Ecoli inh,CDK5 p35 inh,HTR5A ag,DAGLB inh,Tat transport,Ecoli viability,AddAB inh,PKA-R2B act,PKA-R1A act,HTR5A inv ag,Mot1-301 SUMO
COCCN1CCN(C(=O)C2CCC(=O)N(Cc3ccccc3F)C2)CC1 (stereo not given),0.9,-0.5,-1,1,-6,-0.2,-2.1,-1,7,-38,-1
CC(C)C(NC(=O)c1ccc2c(c1)OCO2)C(=O)N/N=C/c1cccs1 (stereo not given),2.0,-0.9,-2,2,5,-0.2,5.3,-13,-5,2,-18
Cc1ccc(N(C(=O)CS(=O)CC(=O)Nc2ccc(F)cc2)C(C(=O)NC2CCCCC2)c2ccco2)cc1 (stereo not given),4.7,-1.9,1,-1,-7,-0.3,5.3,-2,0,-9,-12
O=C1COc2ccc(C(=O)COc3ccc(Cl)cc3Br)cc2N1,5.0,0.9,1,0,4,0.5,1.9,-2,2,-4,-27
Cc1ccc(-c2csc3nc[nH]c(=O)c23)cc1C,1.9,1.3,-3,-1,4,-0.7,1.6,-8,-6,10,-3
COc1ccc(OC)c(-n2nnnc2SCC(=O)Nc2cc(C)ccc2OC)c1,3.2,-2.6,2,1,5,-3.5,-0.6,-11,-11,16,92
CC(NC(=O)CCNS(=O)(=O)c1ccc2c(c1)c(=O)n(C)c(=O)n2C)c1ccccc1 (stereo not given),2.7,0.2,3,-3,1,-4.5,-0.9,2,8,13,1
CCN(CC(=O)Nc1cc(Cl)ccc1C)C(=O)c1oc2ccc(OC)cc2c1C,1.8,1.4,3,-12,-3,-1.3,0.9,-5,-13,-8,2
CC(C)c1nc(NCc2ccccc2)c(C#N)c2c1CCCC2,-1.5,0.5,6,-1,-6,3.1,1.4,8,-7,-27,-1
O=C1C(Cl)=C(N2CCOCC2)C(=O)N1c1cccc(C(F)(F)F)c1,3.9,-1.2,14*,7,-3,3.5,0.7,-8,5,-10,4
C=CCNC(=O)c1cccc2c1C(=O)c1ccc(N3CCOCC3)cc1S2(=O)=O,1.4,0.5,-2,2,-13,1.8,0.6,-1,-2,4,18
c1ccc2cc(CSCc3nc4ccccc4[nH]3)ccc2c1,6.2,-3.9,7,-12,-23,2.4,7.4,4,0,-22,-27
Cc1ccc(C)c(N2CCN(C(=O)CCS(=O)(=O)c3ccc4c(c3)CCN4C(=O)C3CC3)CC2)c1,0.9,-1.9,-5,-2,5,0.8,-0.4,-4,15,18,31
COc1cc(/C(C#N)=C/c2ccccc2)c([N+](=O)[O-])cc1OC,2.6,-2.3,-3,0,-1,-5.9,0.2,0,2,10,3
CCOc1ccc2nc(SC3CC(=O)N(c4cccc(OC)c4)C3=O)sc2c1 (stereo not given),1.9,2.1,-4,-9,-6,-1.0,1.2,-12,-3,13,214
Cc1cc(OCC(=O)N2CCCC2)cc(C)c1Cl,0.8,-0.5,8,1,4,-1.6,-0.5,-3,0,0,-14
Cc1cccc(NC(=O)Nc2cccc3ccccc23)c1,0.7,-0.9,9,-3,5,0.7,0.4,4,3,6,-6
Cc1ccc(OCc2nnc(SCC(=O)NCc3ccco3)n2C)cc1,0.5,1.3,0,-3,4,-1.6,0.7,0,14,2,5
CCOc1ccc(-c2nnc(-c3ccco3)o2)cc1,2.6,0.5,2,-4,-4,0.1,1.3,3,-11,3,363
CCN(CC)CCN1C(=O)C2C3c4ccccc4C(c4ccccc43)C2C1=O (stereo not given),0.4,-2.5,5,-1,-6,-2.5,0.9,-9,-8,10,81
Cc1ccc(/C=N/c2sc3c(c2C#N)CCCCC3)o1,5.5,-1.0,0,1,-2,1.9,-0.2,7,0,10,7
CC(=O)N1CCOc2ccc(S(=O)(=O)Nc3cccc(C)n3)cc21,0.7,-1.7,-3,1,3,1.9,2.1,-3,-8,19,94
O=c1cc(/N=C/c2coc3c(ccc4ccccc43)c2=O)[nH]c(=S)[nH]1,1.7,-1.9,0,10,-4,-1.4,1.7,-2,2,1,12
Cc1ccccc1NC(=S)N1CCC(NC(=O)c2ccco2)CC1,4.2,-0.6,0,1,13,-0.5,0.4,7,-1,1,2
CCc1ccc(OCc2nnc(SCCN3CCOCC3)n2CC)cc1,-0.2,1.4,-2,-4,2,1.6,4.9,0,-1,6,-2
O=[N+]([O-])/C=C1/CCCCCN1,4.0,-3.1,-6,5,1,1.5,2.6,0,7,18,-22
O=C(Cc1cccc2ccccc12)NNC(=O)c1cccs1,0.8,-0.4,0,0,-7,-1.9,-0.9,-12,7,11,236
COc1cc2c(-c3ccc4cc[nH]c4c3)c(-c3ccc(C#N)cc3)oc(=O)c2cc1OC,2.1,-0.7,3,0,-3,-1.4,0.8,3,-8,-19,9
COC(=O)c1ccc(NC(=O)c2ccc(N(C)S(C)(=O)=O)cc2)cc1,4.2,-4.6,1,1,-5,-1.8,0.3,-4,1,-2,-4
COc1ccc(CNC(=O)CN(C(=O)c2snc(C(N)=O)c2N)c2ccccc2F)cc1,-1.2,-3.8,4,-2,4,0.6,1.6,-2,-4,-12,6
COC(=O)/C=C(\C)N=Nc1c(O)[nH]c2ccccc12,0.9,3.1,0,2,2,-1.6,1.4,-8,2,1,-8
CCN(CC(=O)Nc1sc2c(c1C#N)CCCC2)CC(=O)NC1CCS(=O)(=O)C1 (stereo not given),0.8,1.5,7,3,-4,-1.5,3.3,-14,-4,-23,14
CCN(C(=O)COC(=O)CSc1ccc(C)c(C)c1)C1CCS(=O)(=O)C1 (stereo not given),2.1,-2.6,3,-1,0,1.3,0.1,13,1,-5,-2
CC(C)CC1C(C#N)=C(N)OC2=C1C(=O)CC(c1ccccc1)C2 (stereo not given),4.2,0.7,0,2,3,2.4,1.2,8,-1,8,.
Cc1cc(C)c(NS(=O)(=O)c2ccc3c(c2)NC(=O)CC(=O)N3)c(C)c1,5.3,1.9,3,3,-6,-2.5,0.9,-2,12,-8,-10
Cc1ccc(C(=O)NNC(=O)c2csc(N3CCOCC3)n2)s1,-1.6,-0.5,0,3,3,-0.6,3.6,-6,-2,-13,1
O=C1c2cccc3c(Nc4ccccc4Cl)c([N+](=O)[O-])cc(c23)C(=O)N1CCO,-0.2,-1.3,-8,16,7,-1.2,-0.8,0,-8,17,-1
CC1CC(C)CN(C(=O)COC(=O)COc2ccccc2C#N)C1 (stereo not given),-1.3,0.6,-2,1,23,1.6,0.5,0,7,4,-9
COc1ccccc1NS(=O)(=O)c1ccc(C)c(C(=O)NCC2CCCO2)c1 (stereo not given),3.4,3.6,1,0,2,2.4,-0.3,-5,4,-4,6
O=C(C[n+]1ccccc1)N/N=C/c1ccc(Cl)c(Cl)c1,0.2,-1.5,5,1,-3,-3.2,-0.2,2,-3,-18,11
CC(=O)N1CCC(N(CCN2CCOCC2)C(=O)Nc2ccc(Cl)c(Cl)c2)CC1,2.1,-0.2,-2,1,-13,0.1,-0.2,2,-8,6,7
O=C(O)c1ccc(C2NCC(c3ccccc3Cl)c3c2[nH]c2ccccc32)cc1 (stereo not given),2.8,0.4,-3,5,1,-3.2,-1.6,-3,-3,12,-5
C=CCN1C(=O)C(O)(CC(=O)c2ccc(N)cc2)c2ccccc21 (stereo not given),1.9,1.1,0,1,-8,-0.1,3.0,-1,-1,8,-9
Cc1ccc(N=CNc2ccc(C)cc2C)c(C)c1,0.1,-0.2,.,.,-8,0.8,4.8,.,.,.,-1
Cc1cc(NC(=O)CCN2C(=O)/C(=C/c3ccccc3Cl)SC2=S)no1,3.4,-1.1,-3,2,-4,1.0,1.0,8,-12,-13,-9
CC(=O)Nc1ccc(C(=O)NNC(=O)C2C3CCCCC32)cc1 (stereo not given),5.5,0.4,2,-1,-8,0.8,-0.1,3,-9,-12,-3
COc1ccc(C(=O)/C=C/c2ccc(OC)cc2OC)c(O)c1,4.5,0.9,-5,-11,-6,0.8,3.4,-10,1,-4,-3
COc1ccc(N2CCN(C(=O)C(=O)c3c(C)[nH]c4ccccc34)CC2)cc1,2.2,0.1,-2,2,11,0.1,0.1,8,-7,9,7
CCOC(=O)COn1c(=O)c(-c2ccc(Cl)cc2)[n+]([O-])c2ccccc21,-0.9,0.2,2,0,-3,.,.,-3,-2,-7,-21
CCOc1ccccc1NC(=O)N1CCN(S(C)(=O)=O)CC1,2.8,-2.8,0,-1,1,-1.5,4.3,-8,-15,1,-16
O=C(Nc1nc2ccccc2s1)c1ccccc1,4.1,-1.2,1,-1,-5,0.0,-2.0,-6,-8,22,87
Cc1ccc(-c2nc(Nc3ccccc3)n[nH]2)cc1,5.2,-1.7,-4,3,-1,3.3,2.1,-2,0,-2,20
COc1ccc(-n2c(-c3ccccc3)nc(=S)c3c2CCCC3)cc1,1.2,0.0,2,-2,1,-0.1,1.4,2,3,16,13
C[C@H](CS)C(=O)N1CCC[C@H]1C(=O)O,2.9,-1.2,-1,5,-10,-3.0,-0.9,-7,-6,6,-21&-23
O=C(Nn1cnnc1)C(c1ccccc1)c1ccccc1,2.4,1.4,-4,-4,1,0.1,4.2,2,4,-10,-9
CCOC(=O)C1(C#N)Cc2ccccc2C1,2.9,0.7,2,-1,3,.,.,0,3,-9,.
COc1cccc(CNCC(=O)Nc2ccc(N3CCOCC3)cc2)c1,2.8,0.3,-4,1,7,-0.9,0.2,5,5,11,-3
CCCCNC(=O)CCC(=O)NNc1nc2ccccc2c2nc(C)nn12,6.8,-2.2,-1,1,19,2.1,1.1,-12,-3,4,8
CC(NC(=O)Cc1ccccc1F)c1ccc(F)cc1 (stereo not given),4.3,-8.2,5,0,-2,-0.6,0.3,-1,-7,-12,-9
O=C1c2ccccc2C(=O)N1c1ccccc1,1.2,-0.5,-3,-5,-1,.,.,-2,-1,-24,.
# (next part)
SMILES,phage Ecoli inh,CDK5 p35 inh,HTR5A ag,DAGLB inh,Tat transport,Ecoli viability,AddAB inh,PKA-R2B act,PKA-R1A act,HTR5A inv ag,Mot1-301 SUMO
C=CCOc1ccc(CNc2nccs2)cc1OC,0.4,0.7,1,0,1,-2.0,-3.9,4,1,-3,-16
CCS(=O)c1ccccc1C(=O)OCC(=O)Nc1ccc2ccccc2c1 (stereo not given),4.3,-1.2,-1,1,-6,-0.1,0.2,-5,-4,2,6
O=C(N[C@@H](Cc1ccccc1)C(=O)NCc1ccc(F)cc1)C1CCNCC1,4.5,0.7,5,-1,-3,-0.3,2.8,-2,7,-23,-4
Nc1nc2nc(-c3ccc(F)cc3)cc(C(F)(F)F)n2n1,2.3,1.1,-5,-1,1,-1.0,3.8,-5,-3,-4,104
CCCC(C)c1nnc(NC(=O)COc2ccc3c(c2)OCO3)s1 (stereo not given),1.5,0.5,-5,1,-4,1.9,1.2,-16,5,13,96

# 3 entries out of the list above, sorted by their value in CDK5 p35 inh, ascending:
smiles | phage Ecoli inh | CDK5 p35 inh | DAGLB inh | Tat transport | AddAB inh | PKA-R2B act | PKA-R1A act | Mot1-301 SUMO
CCS(=O)c1ccccc1C(=O)OCC(=O)Nc1ccc2ccccc2c1 (stereo not given) | 4.3 | -1.2 | 1 | -6 | 0.2 | -5 | -4 | 6
C=CCOc1ccc(CNc2nccs2)cc1OC | 0.4 | 0.7 | 0 | 1 | -3.9 | 4 | 1 | -16
Nc1nc2nc(-c3ccc(F)cc3)cc(C(F)(F)F)n2n1 | 2.3 | 1.1 | -1 | 1 | 3.8 | -5 | -3 | 104
